Shiga inhibitor: Shiga toxin inhibition; AID 2315; inhibition, % at 38.7 µM; Vero cells, Shiga toxin protein synthesis inhibition reporter; hit rate 9.2% among 290,000; in the data active = inhibition mostly above about 28%, no sharp cut-off; inactive = mostly below about 43%; note: 0% is about no effect
CHX counter: counter-screen hit for Shiga toxin inhibitors, cycloheximide; cell reporter, cycloheximide protein synthesis inhibition counterscreen; max response, %; hit rate 12% among 300,000; AID 2314; in the data active = max response mostly above about 13%, no sharp cut-off; inactive = mostly below about 14%; note: read at 38.3 µM for the half of the compounds with a filed dose; 0% is about no effect
FBPA Giardia inh: blocks Giardia fructose-bisphosphate aldolase activity | AID 2451 | purified Giardia FBPA | hit rate 0.71% among 290,000 | Potency, µM (doses to about 59.6 µM), for the others: at the highest dose activity, negative = inhibition, actives largely listed as inhibitors | A8B2U2; note: potency is the fitted concentration of half-maximal effect; % is set by controls: 0 for no effect and ±100 for the full control effect; nearly all actives have a fitted effect of over 55% in size
Target sequence (A8B2U2 whole entry, looked up): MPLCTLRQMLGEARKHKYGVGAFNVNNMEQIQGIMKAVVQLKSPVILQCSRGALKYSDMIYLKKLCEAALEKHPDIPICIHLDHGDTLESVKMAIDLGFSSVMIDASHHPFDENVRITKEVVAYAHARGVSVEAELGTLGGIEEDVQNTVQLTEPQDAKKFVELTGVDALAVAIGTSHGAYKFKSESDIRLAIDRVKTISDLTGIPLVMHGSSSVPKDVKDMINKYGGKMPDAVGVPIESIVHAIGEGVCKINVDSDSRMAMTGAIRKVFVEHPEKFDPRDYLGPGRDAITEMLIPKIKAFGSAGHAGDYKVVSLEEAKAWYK
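Giardia FBPA (40 nM reagent) was preincubated 10 min at RT with compound (up to 57.5 uM final), then substrate plus GAPDH/TPI/NAD/arsenate coupling system with diaphorase/resazurin was added; resorufin fluorescence (525/598 nm) was read after 20 min.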
Pf growth 96h: P. falciparum growth inhibition at 96 hour, primary screen for plastid delayed-death inhibitors; P. falciparum luciferase reporter growth, 96 h; Potency, µM (series often up to 28.7 µM), for the others: at the highest dose activity change, negative = inhibition, hits mostly inhibitors; hit rate 6.9% among 320,000; AID 504834; note: potency is the fitted concentration of half-maximal effect; % is set by controls: 0 for no effect and ±100 for the full control effect
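Luminescence readout: decreased luciferase signal marks inhibited growth of reporter-expressing P. falciparum in infected red cells (2% hematocrit, 0.05% parasitemia final), exposed to compound two generations (96 h, 37 C, 5% CO2).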
Sm TGR block: S. mansoni TGR enzyme inhibition; hit rate 3% among 360,000; purified TGR, DTNB reduction, TNB absorbance 405 nm; AID 485364; Potency, µM (doses to about 114 µM), without a hit: top-dose activity change, negative = inhibition, most hits filed as inhibitors; note: potency is the fitted concentration of half-maximal effect; % is set by controls: 0 for no effect and ±100 for the full control effect; nearly all actives have a fitted effect of over 60% in size
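Kinetic colorimetric format: TGR-catalysed, NADPH-driven DTNB reduction monitored via TNB absorbance. Enzyme dispensed at 20 nM; compound exposure 15 min at room temperature before reaction start.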
Pf growth 48h: inhibits P. falciparum growth in the first generation, 48 h | P. falciparum luciferase growth in erythrocytes, 48 h | Potency, µM (titrated, usually from 28.7 µM), for the others: at the highest dose activity change, negative = inhibition, most hits filed as inhibitors | hit rate 5.9% among 310,000; note: potency is the fitted concentration of half-maximal effect; % is set by controls: 0 for no effect and ±100 for the full control effect
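Luciferase-expressing P. falciparum in infected erythrocytes (2% hematocrit, 0.1% parasitemia final) in RPMI 1640/0.5% Albumax were exposed to compound for 48 hours at 37 C, 5% CO2; growth read as luminescence.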
An asterisk follows results filed as active; i = inactive; ? = inconclusive; nt = no result given; & = joins results of further samples; [ ] = dose if it differs, or a comment. Unless noted, calls come from the whole dose curve; as a rule, active = well fitted curve in the direction sought with a large enough effect; inconclusive = small, poorly fitted or top-dose-only effect, or another doubt; inactive = no such curve, though single readings can be large; an effect the other way counts as inactive or inconclusive. No enrichment for hits (roughly 24% active in at least one column).

molecule	Pf growth 48h	FBPA Giardia inh	Shiga inhibitor	CHX counter	Sm TGR block	Pf growth 96h
Nc1ncnc(Oc2ccccc2F)c1[N+](=O)[O-]	-5%	6%	-12	1	?	-15%
COc1ccc(CNC(=O)C(=O)NCCCn2ccnc2)cc1	-10%	-1%	12	-2	14%	31%[activator]
CCc1ccccc1N1CSC2=C(C#N)C(c3cc(OC)c(OC)cc3OC)CC(=O)N2C1 (stereo not drawn)	13µM*	4.5µM*	-24	6	6.3µM*	68%[activator]
CCN(CC(=O)NCc1ccc(F)cc1)S(=O)(=O)c1ccc(C)cc1	16%	11%	-3	-2	-8%	13%
CCC(CC)Nc1ccc(C(CC(N)=O)NC(=O)c2ccccc2)cc1[N+](=O)[O-] (stereo not drawn)	-7%	-3%	-2	-3	3%	?
CC(=O)c1c(OCC(=O)O)ccc2c(C)cc(=O)oc12	1%	-10%	-23	-3	1%	nt
Cc1ccccc1NC(=O)CSc1nc(N)c2c3c(sc2n1)CSC(C)(C)C3	-24%	1%	-4	6	-2%	?
CCOc1c(Cl)cc(/C=C/C(=O)N(CC)CC(=O)NCc2cccs2)cc1OC	?	nt	nt	nt	-3%	5%
CC(=O)Nc1ccc(S(=O)(=O)NCCNc2ccccc2[N+](=O)[O-])cc1	10%	1%	-18	11	0%	-8%
Cn1ncc2c(NNC(=O)c3ccc(O)cc3)ncnc21	170%[activator]	0%	1	16	-1%	-2%
CN(C)c1ccc(C(=O)n2nnc3ccccc32)cc1	27%	0%	116*	57*	-17%	nt
CCOC(=O)C1CCN(c2ncnc3c2c(-c2ccccc2)cn3-c2ccccc2)CC1	?	-3%	-9	-2	4%	8%
Cc1cccc(N2C(=O)c3cccnc3C2=O)c1	26%	0%	24	8	13%	-18%
O=C(c1ccc(-c2ccccc2)cc1)C1CCCN(Cc2ccn[nH]2)C1 (stereo not drawn)	3%	3%	10	1	24%	?
O=C(C[n+]1ccccc1)N/N=C/c1ccccc1[N+](=O)[O-]	0%	-4%	-4	4	0%	34%

molecule	Pf growth 48h	FBPA Giardia inh	Shiga inhibitor	CHX counter	Sm TGR block	Pf growth 96h
Cc1ccccc1CSc1ncnc2ccccc12	-3%	4%	21	16	3%	-15%
CC(=O)NC(Cc1c[nH]c2ccccc12)C(=O)NCc1ccc2c(c1)OCO2 (stereo not drawn)	-5%	0%	-8	-2	-10%	nt
O=C(CCC(=O)N1CCCC1)Nc1nnc(C(F)(F)F)s1	-17%	-13%	-5	5	-28%	?
O=C(O)CC(NC(=O)c1cccc(F)c1)c1ccc(OC2CCCC2)cc1 (stereo not drawn)	15%	2%	-8	-5	0%	3%
CC1(C)CC(=O)c2cnc(NC(=O)CSC(=S)N3CCCCC3)nc2C1	12%	3%	11	4	-9%	?
c1ccc(N(c2ccccc2)c2nc(N3CCOCC3)nc(N3CCOCC3)n2)cc1	nt	2%	-19	-2	1%[11.4 µM]	nt
COc1ccc(NC(=O)c2ccc(S(=O)(=O)N3CCOCC3)o2)cc1	12%	0%	10	15	5%	-1%
Cc1ccc(NCc2nnc(SCC(=O)c3ccccc3)o2)c(C)c1	-2%	-1%	16	-4	-7%	26%
CN(C)CCNc1ncnc2c1cnn2-c1ccc(Cl)cc1	nt	2%	56	30*	-29%	?
COCc1nc(-c2cc(OC)c(OC)c(OC)c2)no1	27%	2%	-2	-4	4%	175%[activator]
N=c1n(CCc2ccccc2)c2ccccc2n1Cc1ccccc1F	9.3µM*	5%	-20	-9	-8%	?
Cc1ccc(OCc2cc(C(=O)NC3CCCCC3)no2)cn1	17%	0%	-6	8	0%	13µM*
C=CCn1c(=O)c2ccccc2n2c(SCC(=O)/C(C#N)=C(\C)N)nnc12	-17%	-4%	1	5	-7%	13%
COc1ccc(OC)c(NS(=O)(=O)c2ccc3c(c2)C(C)(C)C(=O)N3C)c1	?	-12%	-11	3	5%&0%	-2%
CC(=O)OC(C(=O)N1CCOCC1)c1c(F)cccc1F (stereo not drawn)	34%[activator]	10%	8	-2	32%	41%[activator]

Part of the list above, as labelled records.
compound: CCc1ccccc1N1CSC2=C(C#N)C(c3cc(OC)c(OC)cc3OC)CC(=O)N2C1 (stereo not drawn)
  Pf growth 48h: 13µM*; FBPA Giardia inh: 4.5µM*; Shiga inhibitor: -24; CHX counter: 6; Sm TGR block: 6.3µM*; Pf growth 96h: 68%[activator]

compound: CCN(CC(=O)NCc1ccc(F)cc1)S(=O)(=O)c1ccc(C)cc1
  Pf growth 48h: 16%; FBPA Giardia inh: 11%; Shiga inhibitor: -3; CHX counter: -2; Sm TGR block: -8%; Pf growth 96h: 13%

compound: CCC(CC)Nc1ccc(C(CC(N)=O)NC(=O)c2ccccc2)cc1[N+](=O)[O-] (stereo not drawn)
  Pf growth 48h: -7%; FBPA Giardia inh: -3%; Shiga inhibitor: -2; CHX counter: -3; Sm TGR block: 3%; Pf growth 96h: ?

compound: CC(=O)c1c(OCC(=O)O)ccc2c(C)cc(=O)oc12
  Pf growth 48h: 1%; FBPA Giardia inh: -10%; Shiga inhibitor: -23; CHX counter: -3; Sm TGR block: 1%; Pf growth 96h: nt

(list continues)
molecule	Pf growth 48h	FBPA Giardia inh	Shiga inhibitor	CHX counter	Sm TGR block	Pf growth 96h
O=C(NCCN1CCOCC1)c1cc(Cl)ccc1Cl	4%	4%	-15	-2	5%	?
CCOc1cc(-c2noc(CCC(=O)NCC3CCCO3)n2)ccc1OC (stereo not drawn)	6%	0%	-13	0	6%	?
CC1CCCN(C(=O)C2CCN(S(=O)(=O)c3cccs3)CC2)C1 (stereo not drawn)	?	nt	nt	nt	-6%	4%
CCNC(=S)/N=C(\N)Nc1nc(C)c2cc(C)ccc2n1	?	-20%	88*	43*	61%[activator]	9%
COc1cccc(N=C2SC(C(=O)Nc3ccc(F)cc3)CC(=O)N2C)c1 (stereo not drawn)	?	-15%	-2	-2	0%	-26%
Cc1onc(-c2ccccc2)c1NC(=O)N(CCC#N)Cc1cccs1	-2%	0%	7	-3	8%	-11%
Cc1c(C(=O)NC(Cc2ccccc2)c2nc3ccccc3[nH]2)cccc1[N+](=O)[O-] (stereo not drawn)	?	-17%	-6	1	0%	?
O=C(NNC(=O)C12CC3CC(CC(C3)C1)C2)c1ccccc1[N+](=O)[O-]	9%	7%	-8	-5	2%	-28%
O=C(COc1cccc2c1CCN(Cc1ccc(Br)cc1)C2=O)NCc1ccco1	?	-1%	65	29*	-28%	?
Cc1cc(Oc2ccc(-c3nnc(-c4ccccc4)o3)cc2[N+](=O)[O-])ccc1Cl	0%	1%	-9	17	-7%	?
CCc1c(C(=O)N/N=C/c2ccc(C)o2)csc1C	?	-1%	-1	18*	-18%	?
CCOC(=O)N1CCN(c2nnc(-c3ccc(C)cc3)c3ccccc23)CC1	?	6%	-4	-7	-11%	13%
Cc1ccc(NC(=S)Nc2cccc3ccccc23)cc1	?	?	78*	90*	1%	-8%
COc1ccc(CCN=C(N)NS(=O)(=O)c2ccc(OC)c(OC)c2)cc1OC	-8%	-13%	-7	-3	-9%	11%
O=C(COC(=O)C1CCC1)c1c[nH]c2ccccc12	-6%	nt	nt	nt	-5%	-14%

An excerpt of these results, field by field:
> CCc1c(C(=O)N/N=C/c2ccc(C)o2)csc1C
- Pf growth 48h: ?
- FBPA Giardia inh: -1%
- Shiga inhibitor: -1
- CHX counter: 18*
- Sm TGR block: -18%
- Pf growth 96h: ?
> O=C(COC(=O)C1CCC1)c1c[nH]c2ccccc12
- Pf growth 48h: -6%
- FBPA Giardia inh: nt
- Shiga inhibitor: nt
- CHX counter: nt
- Sm TGR block: -5%
- Pf growth 96h: -14%

(listing goes on)
molecule	Pf growth 48h	FBPA Giardia inh	Shiga inhibitor	CHX counter	Sm TGR block	Pf growth 96h
O=C(c1ccc(-c2cccc(C(F)(F)F)c2)o1)N1CCN(c2ccccc2)CC1	23%	nt	nt	nt	?	?
CC1(C)CN(c2ccc(Br)cc2Br)C1=O	4%	2%	27	8	2%	2%
COc1ccc2[nH]c3c(=O)n(CCCCC(=O)NCCN4CCCC4)c(=S)[nH]c3c2c1	nt	-14%	-7	-5	45%[activator]	-3%
COc1ccc(-n2nc(C(=O)NCCc3ccc(OC)c(OC)c3)c3c4ccccc4n(C)c3c2=O)cc1	nt	nt	-12	-4	0%	nt
CNC(=O)CSc1nnc(-c2cccc(S(=O)(=O)N3CCOCC3)c2)n1-c1ccc(F)cc1	6%	1%	-7	-1	1%	-13%
S=c1nc(-c2sccc2OCc2ccc(Cl)cc2Cl)[nH][nH]1	i	26%	7	1	3%	2%
CCCCn1c(N)c(N(C)C(=O)c2ccc(Br)o2)c(=O)[nH]c1=O	4%	nt	nt	nt	-6%	16%
COC(=O)C(C)Nc1cccc(Br)c1 (stereo not drawn)	10%	-7%	-4	8	6%	18%
Cc1cc(C)c(NC(=O)C(C)Sc2nnc(-c3ccco3)n2-c2ccccc2)c(C)c1 (stereo not drawn)	-10%	4%	-12	-3	-3%	26%
CNC(=O)c1c(NC(=O)C(C)C)sc2c1CCC2	2.3µM*	-7%	-2	-5	45µM*	-9%
CN=c1scc(C)n1/N=C/c1ccc(O)cc1O	108%[activator]	-3%	30*	25*	-12%	-25%
Cc1cc(C)c(NC(=O)COC(=O)c2ccc([N+](=O)[O-])s2)c(C)c1	-23%	-4%	-9	2	-1%	?
CCc1cccc(NC(=O)c2cc(OC)c(OC)c(OC)c2)c1	-1%	-2%	16	7	6%	2%[1.15 µM]
COc1cc(NC(=O)COC(=O)CNC(=O)C2CCCCC2)cc(OC)c1	23%	nt	nt	nt	-3%	18%
O=C(CN1CCC(n2nnc3cc(C(F)(F)F)ccc32)CC1)NCc1cccs1	?	0%	-3	-4	-4%	139%[activator]

molecule	Pf growth 48h	FBPA Giardia inh	Shiga inhibitor	CHX counter	Sm TGR block	Pf growth 96h
COc1ccc(-c2csc(N(CC3CCCO3)C(=O)c3cccs3)n2)cc1 (stereo not drawn)	nt	0%	20	3	4%	-4%
COc1ccccc1-c1cc(-c2ccccc2)nc(=O)[nH]1	?	7%	-12	0	4%	?
O=c1[nH]c(NCCO)nc2c1C1(CCCC1)Cc1ccccc1-2	20%	0%	-18	2	10%	?
Cc1ccc(-n2c(=O)c3sccc3n(Cc3cc(=O)n4cc(Cl)ccc4n3)c2=O)cc1F	?	3%	-11	0	3%	?
O=c1ccn(Cc2ccccc2Cl)cc1	16%	5%	-11	4	-1%	nt
CSc1ncccc1C(=O)N1CCN(S(=O)(=O)c2ccc3ccccc3c2)CC1	?	nt	nt	nt	-4%	?
O=C(Nc1cccc(C(=O)N2CCOCC2)c1)c1ccc([N+](=O)[O-])cc1	2%	nt	-11	-1	5%	5%
COc1ccc(C2CC(c3ccccc3)=NN2C(=O)COC(=O)c2cccnc2)cc1 (stereo not drawn)	?	0%	-3	-1	-3%	?
S=c1[nH]nc(-c2ccc(Cl)cc2)n1-c1cccnc1	7%	-4%	-16	-2	5%	?
O=C1c2cccnc2Nc2ccccc2N1CCCF	?	5%	48	4	-6%	-22%
O=C(/C=C/Nc1ccccc1Oc1ccccc1)c1ccco1	10µM*	-9%	119*	51*	-27%	?

Exported with each value named: part of the list above
Cc1cc(C)c(NC(=O)COC(=O)c2ccc([N+](=O)[O-])s2)c(C)c1
  Pf growth 48h = -23%; FBPA Giardia inh = -4%; Shiga inhibitor = -9; CHX counter = 2; Sm TGR block = -1%; Pf growth 96h = ?
CCc1cccc(NC(=O)c2cc(OC)c(OC)c(OC)c2)c1
  Pf growth 48h = -1%; FBPA Giardia inh = -2%; Shiga inhibitor = 16; CHX counter = 7; Sm TGR block = 6%; Pf growth 96h = 2%[1.15 µM]
COc1cc(NC(=O)COC(=O)CNC(=O)C2CCCCC2)cc(OC)c1
  Pf growth 48h = 23%; FBPA Giardia inh = nt; Shiga inhibitor = nt; CHX counter = nt; Sm TGR block = -3%; Pf growth 96h = 18%

Bioassay records: PubChem, National Center for Advancing Translational Sciences (NCATS)
